# SENP8 block-1: SENP8 protease inhibition; 330,000 compounds, 1.2% hits; inhibition, % at 10 µM; Q96LD8; purified SENP8, Z-RLRGG-aminoluciferin cleavage, luminescence; AID 2540; in the data active means inhibition above about 50%
# HKDC1 inh: HKDC1 (human) hexokinase inhibition. recombinant HKDC1, G6PDH/diaphorase resazurin coupled fluorescence. inhibition, % at 20 µM. 340,000 compounds, 0.16% hits. AID 493160;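 active means inhibition above about 35% when tested at 20 µM, limit read from the data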;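 further: plate controls were DMSO wells with enzyme for no effect and DMSO wells lacking enzyme for full effect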
# Target sequence (Q2TB90 whole entry, looked up): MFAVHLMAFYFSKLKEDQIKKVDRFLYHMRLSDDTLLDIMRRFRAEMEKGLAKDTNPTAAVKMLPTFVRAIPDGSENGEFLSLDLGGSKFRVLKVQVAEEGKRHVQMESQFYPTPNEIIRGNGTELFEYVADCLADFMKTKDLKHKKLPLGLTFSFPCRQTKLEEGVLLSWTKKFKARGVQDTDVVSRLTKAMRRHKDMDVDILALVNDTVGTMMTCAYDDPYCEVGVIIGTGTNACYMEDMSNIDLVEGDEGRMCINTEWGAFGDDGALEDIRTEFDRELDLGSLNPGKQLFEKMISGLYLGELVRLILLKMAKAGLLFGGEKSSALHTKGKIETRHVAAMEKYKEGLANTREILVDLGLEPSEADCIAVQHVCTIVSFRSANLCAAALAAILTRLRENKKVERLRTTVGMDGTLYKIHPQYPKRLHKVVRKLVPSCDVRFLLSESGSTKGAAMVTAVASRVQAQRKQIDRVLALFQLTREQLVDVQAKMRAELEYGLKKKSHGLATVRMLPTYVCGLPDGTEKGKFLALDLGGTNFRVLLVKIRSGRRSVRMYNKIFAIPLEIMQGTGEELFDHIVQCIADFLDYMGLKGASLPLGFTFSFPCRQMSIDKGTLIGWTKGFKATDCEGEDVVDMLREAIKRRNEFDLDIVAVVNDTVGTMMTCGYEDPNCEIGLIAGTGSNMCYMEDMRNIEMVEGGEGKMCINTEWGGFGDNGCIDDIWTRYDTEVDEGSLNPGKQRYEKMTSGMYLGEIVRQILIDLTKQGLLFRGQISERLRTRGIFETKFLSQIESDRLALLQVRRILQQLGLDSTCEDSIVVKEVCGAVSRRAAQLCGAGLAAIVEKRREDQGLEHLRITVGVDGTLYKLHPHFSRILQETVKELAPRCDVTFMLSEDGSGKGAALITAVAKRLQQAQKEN
#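 Assay system: in-house recombinant HK5 (HKDC1) enzyme. Input: HKDC1 at 5 µg/mL. Medium: Tris pH 8.0 buffer with MgCl2, Tween-20, BSA, BME. Dosing: single 20 µM dose. Schedule: 90 min reaction incubation at room temperature, dark. Signal: resazurin-to-resorufin fluorescence via G6PDH and diaphorase coupling, 525/613 nm. Controls: DMSO-enzyme wells negative, buffer-substituted wells positive.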
# SENP7 inh: inhibitors of human SENP7 protease; Q9BQF6; recombinant SENP7, Z-RLRGG-aminoluciferin luminescence, 40 min; inhibition, % at 5 µM; 330,000 compounds, 1.5% hits; AID 434973;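 active means inhibition above about 50% at the single test dose, limit read from the data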;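 further: plate controls were DMSO with enzyme for no effect and no enzyme buffer wells for full effect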
# PfGluPho inh: PfG6PD (Plasmodium falciparum) enzyme inhibition. PfGluPho enzyme, NADPH resazurin-diaphorase fluorescence. inhibition, % at 20 µM. 350,000 compounds, 0.78% hits. AID 504690;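 active means inhibition reaching at least a set limit at 20 µM in the primary screen, cut at about 59% in these data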;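 further: 0% = DMSO wells with substrate and 100% = DMSO wells lacking glucose-6-phosphate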
# SENP8 block-2: blocks human SENP8 cleavage of Nedd8 substrate; inhibition, % at 20 µM; recombinant SENP8, Nedd8 substrate fluorescence; Q96LD8; 360,000 compounds, 0.64% hits; AID 602440; in the data active means inhibition mostly above about 40%, no sharp cut-off; inactive means mostly below about 27%
# beta cell repl: induces beta-cell replication in MIN6 cells. AID 2380. proliferation, % at 10 µM. 330,000 compounds, 0.29% hits. MIN6 cells proliferation, ATPlite luminescence, 48 h; cells starved in 0.2% serum; 100% = growth in 10% serum;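 active means compounds whose signal lies at least 3.5 SD above the mean of all wells on their plate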;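 further: 0% = DMSO-treated cells in low-serum medium and 100% = 10% serum control; some compounds called inactive have numbers as strong as hits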
# SENP6 block: inhibitors of human SENP6 protease; inhibition, % at 10 µM; Recombinant SENP6 catalytic domain, aminoluciferin luminescence; 330,000 compounds, 1.8% hits;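 active means inhibition above about 50% at the single tested dose, limit read from the data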;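 further: plate controls were DMSO wells with enzyme for no effect and DMSO wells lacking enzyme for full effect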
# UBC13 inh: inhibitors of human UBC13 polyubiquitin chain formation. 330,000 compounds, 0.47% hits. AID 485273. TR-FRET. inhibition, % at 20 µM; in the data active means inhibition above about 45%, passing the limit was not always enough
# Target sequence (P61088 whole entry, looked up): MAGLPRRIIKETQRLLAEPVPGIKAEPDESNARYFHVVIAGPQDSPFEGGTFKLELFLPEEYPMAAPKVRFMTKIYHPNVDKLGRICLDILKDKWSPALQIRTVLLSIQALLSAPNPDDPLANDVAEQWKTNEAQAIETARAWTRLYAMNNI
# SENP1 inh: blocks the human SENP1 SUMO protease catalytic domain | AID 624204 | 360,000 compounds, 0.21% hits | inhibition, % at 10 µM | recombinant SENP1 catalytic domain, CyPet-SUMO1-YPet FRET cleavage;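 active means inhibition at least 30% at 10 µM, raw YFP signal under a set limit, fluorescence ratio 0.5 to 1.5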;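 further: 0% = enzyme with DMSO and 100% = no enzyme wells; some results filed as inactive read as strong as hits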
#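 Assay system: hSENP1 catalytic domain, recombinant. Amount: SENP1 enzyme, 20 pM final. Schedule: 50 min reaction, RT, dark. Technique: FRET, CFP and YFP emission. Control set: no-enzyme wells low, DMSO-plus-enzyme wells high control.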
# * = called active by the depositor; & = joins results of further samples. Not a hit list (roughly 4% active in at least one column).
No.	canonical_smiles	SENP8 block-1	PfGluPho inh	UBC13 inh	HKDC1 inh	SENP7 inh
1	O=C(NCCN1CCCC1)C(c1ccccc1)c1ccccc1	2	-15	-5	-3	10
2	CCOCCCNC(=O)C(NC(=O)c1cnccn1)c1ccc(OC)cc1 (stereo not drawn)	4	-1	1	-2	10
3	O=C(/C=C/c1ccccc1)Oc1cccc(C(=S)N2CCOCC2)c1	-13	8	-2	1	1
4	Cc1noc(C)c1S(=O)(=O)N(C)C[C@H]1Oc2ccc(NC(=O)CCC(F)(F)F)cc2C(=O)N([C@H](C)CO)C[C@@H]1C	-1	8	13	-5	-4
5	O=C(O)CCCNC(=O)C(c1ccccc1)c1ccccc1	-6	-9&-9	11	-13&2	-1
6	O=C(NCc1nnc(SCc2ccc(F)cc2)n1-c1ccc(F)cc1)C12CC3CC(CC(C3)C1)C2	3	12	-4	-5	11
7	CCn1cc(C(=O)NCCCOC(C)C)c(=O)c2cc(S(=O)(=O)N3CCC(C)CC3)ccc21	13	13	0	-4	-4
8	COC(=O)CCCC1=CC2=CC(=O)C(C)(OC(=O)c3cccs3)C(=O)C2=CN1CCc1c[nH]c2ccccc12 (stereo not drawn)	-12	51	-56	26	17

No.	SENP1 inh	SENP8 block-2	SENP6 block	beta cell repl
1	1	16	7	-4
2	1	-14	-1	-3
3	7	12	-4	-3
4	0	4	-5	2
5	2&-1	4&29	-16	-1
6	1	13	-13	-5
7	4	-19	-1	5
8	-11	39	7	-5

# Profiles from above. Screens in order: SENP8 block-1, PfGluPho inh, UBC13 inh, HKDC1 inh, SENP7 inh, SENP1 inh, SENP8 block-2, SENP6 block, beta cell repl
# COC(=O)CCCC1=CC2=CC(=O)C(C)(OC(=O)c3cccs3)C(=O)C2=CN1CCc1c[nH]c2ccccc12 (stereo not drawn) in the list: -12, 51, -56, 26, 17, -11, 39, 7, -5
# O=C(NCCN1CCCC1)C(c1ccccc1)c1ccccc1 in the list: 2, -15, -5, -3, 10, 1, 16, 7, -4

# (next part)
No.	canonical_smiles	SENP8 block-1	PfGluPho inh	UBC13 inh	HKDC1 inh	SENP7 inh
9	Cc1coc2c1C(=O)C(=O)c1c-2ccc2c(C)cccc12	8	64*	-93	30	8
10	Cc1cc(C(=O)OCC(=O)Nc2ccccc2[N+](=O)[O-])c2ccccc2n1	5	-4	6	11	5
11	COc1cc(OC)nc(NC(=O)COC(=O)c2cccc(Cl)c2)n1	2	-24	-8	15	4
12	Cc1ccc(CNC(=O)CCn2nc(-c3ccc(Cl)cc3)ccc2=O)cc1	-11	-1	-6	-8	-3
13	Cc1cn2c(-c3ccncc3)nnc2s1	4	-16	4	3	4
14	Cc1nc(SCC(=O)N(CC(C)C)C2CCS(=O)(=O)C2)c2c(C)c(C)sc2n1 (stereo not drawn)	6	9	5	2	-9
15	O=C(COc1ccc(F)cc1)Nc1nnc(S(=O)(=O)N2CCCC2)s1	4	-13	-14	-4	2
16	CN(C)S(=O)(=O)N(CC(=O)Nc1ccc(S(=O)(=O)N2CCCC2)cc1)c1ccccc1	-5	20	10	-1	-8

No.	SENP1 inh	SENP8 block-2	SENP6 block	beta cell repl
9	-7	-88	43	-8
10	3	20	5	0
11	3	8	1	-1
12	1	7	-29	-1
13	2	-1	8	1
14	1	6	-23	1
15	-3	7	1	-1
16	-2	9	-13	-1

# From compound 1 up to 13, copied from above:
No.	canonical_smiles	SENP8 block-1	PfGluPho inh	UBC13 inh	HKDC1 inh	SENP7 inh
1	O=C(NCCN1CCCC1)C(c1ccccc1)c1ccccc1	2	-15	-5	-3	10
2	CCOCCCNC(=O)C(NC(=O)c1cnccn1)c1ccc(OC)cc1 (stereo not drawn)	4	-1	1	-2	10
3	O=C(/C=C/c1ccccc1)Oc1cccc(C(=S)N2CCOCC2)c1	-13	8	-2	1	1
4	Cc1noc(C)c1S(=O)(=O)N(C)C[C@H]1Oc2ccc(NC(=O)CCC(F)(F)F)cc2C(=O)N([C@H](C)CO)C[C@@H]1C	-1	8	13	-5	-4
5	O=C(O)CCCNC(=O)C(c1ccccc1)c1ccccc1	-6	-9&-9	11	-13&2	-1
6	O=C(NCc1nnc(SCc2ccc(F)cc2)n1-c1ccc(F)cc1)C12CC3CC(CC(C3)C1)C2	3	12	-4	-5	11
7	CCn1cc(C(=O)NCCCOC(C)C)c(=O)c2cc(S(=O)(=O)N3CCC(C)CC3)ccc21	13	13	0	-4	-4
8	COC(=O)CCCC1=CC2=CC(=O)C(C)(OC(=O)c3cccs3)C(=O)C2=CN1CCc1c[nH]c2ccccc12 (stereo not drawn)	-12	51	-56	26	17
9	Cc1coc2c1C(=O)C(=O)c1c-2ccc2c(C)cccc12	8	64*	-93	30	8
10	Cc1cc(C(=O)OCC(=O)Nc2ccccc2[N+](=O)[O-])c2ccccc2n1	5	-4	6	11	5

No.	SENP1 inh	SENP8 block-2	SENP6 block	beta cell repl
1	1	16	7	-4
2	1	-14	-1	-3
3	7	12	-4	-3
4	0	4	-5	2
5	2&-1	4&29	-16	-1
6	1	13	-13	-5
7	4	-19	-1	5
8	-11	39	7	-5
9	-7	-88	43	-8
10	3	20	5	0

No.	canonical_smiles	SENP8 block-1	PfGluPho inh	UBC13 inh	HKDC1 inh	SENP7 inh
11	COc1cc(OC)nc(NC(=O)COC(=O)c2cccc(Cl)c2)n1	2	-24	-8	15	4
12	Cc1ccc(CNC(=O)CCn2nc(-c3ccc(Cl)cc3)ccc2=O)cc1	-11	-1	-6	-8	-3
13	Cc1cn2c(-c3ccncc3)nnc2s1	4	-16	4	3	4

No.	SENP1 inh	SENP8 block-2	SENP6 block	beta cell repl
11	3	8	1	-1
12	1	7	-29	-1
13	2	-1	8	1

# Following part:
No.	canonical_smiles	SENP8 block-1	PfGluPho inh	UBC13 inh	HKDC1 inh	SENP7 inh
17	O=C(O)C1C2C=CC(C2)C1C(=O)NCc1cccs1 (stereo not drawn)	6	17	-4	-11	1
18	Cc1ccc(Nc2nnc(SC/C(O)=C(\C#N)c3nc4ccccc4[nH]3)s2)c(C)c1	-5	-2	-8	3	-3
19	O=C(NCCCN1CCCC1=O)C1CCCO1 (stereo not drawn)	4	-2	8	-2	2
20	COc1cc2c(cc1NC(=O)CSc1cccc[n+]1[O-])oc1ccccc12	3	15	0	-8	6
21	O=C(CCc1nc2sc3c(c2c(=O)[nH]1)CCCC3)Nc1cccc(Cl)c1	-14	7	2	0	14
22	CCc1ccc(S(=O)(=O)N2CCCC(N3CCN(c4ccc(OC)cc4)CC3)C2)cc1 (stereo not drawn)	2	16	2	-4	-6
23	O=C(CCc1nc(-c2ccccc2F)no1)NC1CCN(Cc2ccccc2)CC1	1	4	22	-3	4
24	OC(CCN1CCOCC1)c1ccccc1 (stereo not drawn)	-2	3	-1	-5	8

No.	SENP1 inh	SENP8 block-2	SENP6 block	beta cell repl
17	-1	11	3	-1
18	-32	-212	7	0
19	2	12	-12	-3
20	3	9	16	0
21	-16	-29	-18	-1
22	0	4	6	0
23	-2	23	-12	-1
24	0	0	9	3

# Next part:
No.	canonical_smiles	SENP8 block-1	PfGluPho inh	UBC13 inh	HKDC1 inh	SENP7 inh
25	CC(C)CN(Cc1c(O)ccc2c(=O)c(-c3ccccc3)coc12)CC(C)C	-7	-1	9	2	12
26	CN(c1nc2ccccc2[nH]c1=O)C1CCCCC1	-1	10	18	3	2
27	Cc1cc(C)c(C)c(S(=O)(=O)Nc2ccc(C(N)=O)cc2)c1C	-8	-12	2	-7	-10
28	CC(=O)c1ccc(NC(=O)c2ccc(-n3cnnn3)cc2)cc1	-5	-3	0	-5	-3
29	COCCNC(=O)Cn1cnc2sc(C)c(S(=O)(=O)N3CCN(c4ccccc4OC)CC3)c2c1=O	-1	-19	5	2	0
30	CCN(CC)C(=O)c1cccc(NC(=O)c2ccccc2OCc2c(C)noc2C)c1	0	-19	2	-4	4
31	O=C(NCc1ccccc1F)C1CCCN(C(=O)Nc2ccccc2)C1 (stereo not drawn)	4	6	2	6	-6
32	CCN(CC)S(=O)(=O)c1ccc(N2CCOCC2)c(NC(=O)c2c3c(nc4ccccc24)CCC3)c1	-2	2	-15	-8	2

No.	SENP1 inh	SENP8 block-2	SENP6 block	beta cell repl
25	0	-316	-12	-4
26	-162	-117	-19	-2
27	2	5	-2	-2
28	2	1	-8	0
29	-1	19	-6	0
30	0	8	-5	2
31	-7	13	23	-4
32	-124	7	-7	7.6*

# Going on with the list:
No.	canonical_smiles	SENP8 block-1	PfGluPho inh	UBC13 inh	HKDC1 inh	SENP7 inh
33	OCc1ccnc2oc3ccccc3c12	2	4	5	-5	3
34	Cn1ccs/c1=N\S(=O)(=O)c1ccc(F)cc1	-5	-10	-4	-2	-1
35	O=C(Cn1cnc([N+](=O)[O-])n1)NCCc1ccccc1	-2	-2	-8	-3	-2
36	CCOC(=O)c1sc2nc(CC(=O)OC)nc(NCc3ccc(Cl)cc3)c2c1C	5	0	4	-12	2
37	O=C(COC(=O)CCNS(=O)(=O)c1ccc(Cl)cc1)Nc1ccccc1OC(F)F	9	9	2	-4	-1
38	CC(C)c1c(C(=O)N/N=C/c2ccc(-c3ccccc3)cc2)nnn1-c1nonc1N	9	4	-1	-1	1
39	COc1ccc(N2CCN(CCNC(=O)c3ccc4c(c3)[nH]c(=S)n3c5ccccc5nc43)CC2)cc1	3	4	32	0	2
40	COc1ccc(OC)c(NC(=O)COC(=O)C2CCC2)c1	-1	-9	4	1	4

No.	SENP1 inh	SENP8 block-2	SENP6 block	beta cell repl
33	-1	14	-23	0
34	0	16	0	0
35	1	20	4	-1
36	2	-308	-20	-5
37	1	9	-5	-3
38	3	3	-1	-1
39	-2	-141	-10	-6
40	1	11	0	-1

# Later entries.
No.	canonical_smiles	SENP8 block-1	PfGluPho inh	UBC13 inh	HKDC1 inh	SENP7 inh
41	O=C(Cn1cnnn1)Nc1cccc([N+](=O)[O-])c1	-1	2	-12	-3	5
42	COc1ccc(CCNC(=O)C2CCC(=O)N(CC3CCCCC3)C2)cc1 (stereo not drawn)	-6	-10	-6	-3	-3
43	COc1ccc2oc(=O)c(C(=O)N3CCN(C(=O)c4ccccc4)CC3)cc2c1	4	-16	14	1	6
44	O=C(CN1C(=O)c2cccnc2Oc2ccc(Cl)cc21)N1CCCC1	-2	-2	-1	-6	0
45	CCc1cc2c(SCC(=O)N3CCCC3=O)ncnc2s1	-8	-11	1	-6	4
46	CN(C)C(=O)c1coc2nc3ccccc3nc12	4	10	-4	6	7

No.	SENP1 inh	SENP8 block-2	SENP6 block	beta cell repl
41	1	22	14	-2
42	2	-4	2	-1
43	-17	-315	-10	-2
44	1	24	-28	-4
45	-4	1	3	-1
46	-34	-460	39	2

# Assay outcomes deposited in PubChem by Sanford-Burnham Center for Chemical Genomics.
